Screening results as filed in PubChem BioAssay.
UTI89 phage lysis = protection from phage-mediated lysis, alamar blue read-out – E. coli UTI89, K1F phage, bacterial capsule biogenesis inhibitors (AID 488966); E. coli UTI89 K1F phage lysis, alamar blue, 2 h; higher % means a stronger effect; inhibition, % at 100 µM, or IC50 in µM where a hit was titrated; 340,000 compounds, 0.02% hits;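 active = phage lysis inhibition, versus mean bacterial control, above a set limit; inconclusive = no clear call, values can overlap the other calls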;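 note: capsule biogenesis inhibitors block K1F phage lysis so surviving cells raise fluorescence; higher fluorescence means more inhibition of phage lysis; actives were called in the ten point dose series up to 300 µM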
SV40 large T antigen = SV40 large T antigen inhibitors, biochemical (AID 1903); SV40 large T antigen ATPase/helicase inhibition assay; higher % means a stronger effect; inhibition, % at 20 µM; hits with a dose series show IC50 in µM; 310,000 compounds, 0.39% hits; in the data active = a potency from the dose series; inconclusive = inhibition mostly from about 32% at the one dose, without a potency; inactive = the rest, 99 in 100 with inhibition below about 32%; note: strong numbers were not always called active
MgcRacGAP inhibition = MgcRacGAP GTPase-activating activity inhibitors, confirmation, biochemical, ADP Hunter fluorescence. one-dose inhibition, % at 30 µM; IC50 in µM for titrated hits. AID 624330. 340,000 compounds, 0.6% hits. MgcRacGAP-stimulated Rac1 GTP hydrolysis, ADP Hunter fluorescence; higher % means a stronger effect; GST-tagged Rac1 F28L mutant substrate;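 active = first-screen hits whose inhibition reached a set limit at any dose in the follow-up dose series; inconclusive = inhibition above the set first-screen limit but never retested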;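 note: fluorescence reports GDP produced by GAP-driven GTP hydrolysis; strong numbers were not always called active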
T cell HTS = T cell immune modulation candidate | 2C CD8+ T cell-vesicle binding, flow cytometry; stronger effect = lower value | calls only at 7 µM | 330,000 compounds, 0.068% hits | AID 2052;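 active = response, share of CD8 T cells binding vesicles, and their 90th percentile fluorescence all below set limits, cut at about 80% in these data, passing the limit was not always enough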
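Also added: QL9-peptide-loaded Drosophila micro-vesicles bearing Ld, ICAM-1 and B7-1; Test system: purified 2C TCR transgenic mouse naive CD8+ T cells; Measured by: cytometric PE anti-B7-1 and Alexa647 anti-CD8 signals after 1% paraformaldehyde fixation; Timing: binding step 1.5 h, 37 °C, antibody labelling 20 min, ice.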
NTR1 agonist = agonists of NTR1, primary screen, imaging, U2OS cells, beta-arrestin-GFP, high content (AID 493036); 330,000 compounds, 0.17% hits; activation, % at 20 µM; NTR1-U2OS beta-arrestin-GFP spot imaging, agonist mode;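 active = activation at or above 40% of the spot to cytoplasm intensity ratio, with at least 20 cells analyzed; inconclusive = wells under 20 cells, flagged as cytotoxic or low count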;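 note: 0% = DMSO without peptide and 100% = 100 nM NTR1 peptide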
Target sequence (P30989 whole entry, looked up): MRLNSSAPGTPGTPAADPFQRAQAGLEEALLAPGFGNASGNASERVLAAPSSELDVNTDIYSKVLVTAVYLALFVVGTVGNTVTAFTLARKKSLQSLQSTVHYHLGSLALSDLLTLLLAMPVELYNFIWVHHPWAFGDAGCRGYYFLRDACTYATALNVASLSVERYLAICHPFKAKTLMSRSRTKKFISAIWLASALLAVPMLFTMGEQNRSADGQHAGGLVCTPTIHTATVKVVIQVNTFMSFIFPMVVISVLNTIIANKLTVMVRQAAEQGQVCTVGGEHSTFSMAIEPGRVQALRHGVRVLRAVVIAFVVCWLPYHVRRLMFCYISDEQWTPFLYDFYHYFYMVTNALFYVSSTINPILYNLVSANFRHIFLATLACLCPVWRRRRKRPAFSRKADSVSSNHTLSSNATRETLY
NS5 inhibitors = Dengue-2 NS5 methyltransferase inhibitors, primary screen, biochemical, confirmation dose response (AID 588689). Dengue-2 NS5 methyltransferase capping enzyme assay, biochemical; higher % means a stronger effect. inhibition, % at 25 µM, or IC50 in µM where a hit was titrated. 340,000 compounds, 0.3% hits; in the data active = a potency from the dose series; inconclusive = inhibition above about 29% without an active follow-up result
Salmonella PhoP GFP = PhoP-dependent GFP reporter repression – Salmonella Typhimurium, primary screen (AID 1863); S. Typhimurium PhoP-regulated promoter GFP reporter, 4 h; higher % means a stronger effect; inhibition, % at 50 µM, or IC50 in µM where a hit was titrated; 300,000 compounds, 0.16% hits;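 active = inhibition over 29.93%, a cutoff 3 SD above the screen mean, later confirmed by dose response; inconclusive = inhibition over 29.93% but no dose response follow-up; inactive = inhibition at most 29.93% or unconfirmed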;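 note: 0% = low Mg2+ inducing control and 100% = high Mg2+ repressing control; strong numbers were not always called active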
RSV CPE inhibition = RSV antiviral activity via CPE protection, HEp-2 cells, primary 10 µM value included (AID 2391) | HEp-2 cells, RSV-induced CPE inhibition; higher % means a stronger effect | CPE inhibition, % at 10 µM; hits with a dose series show IC50 in µM | 310,000 compounds, 0.13% hits; in the data active = a potency from the dose series; inconclusive = CPE inhibition mostly from about 23% at the one dose, without a potency; inactive = the rest, 99 in 100 with CPE inhibition below about 21%; note: strong numbers were not always called active
West Nile virus CPE = inhibition of WNV-induced cytopathic effect – cell-based, CPE readout (AID 1621); 290,000 compounds, 0.02% hits; West Nile virus-infected cells, CPE inhibition; higher % means a stronger effect; CPE inhibition, % at 10 µM; hits with a dose series show IC50 in µM; in the data active = a potency from the dose series; inconclusive = CPE inhibition mostly from about 3.7% at the one dose, without a potency; inactive = the rest, 99 in 100 with CPE inhibition below about 2.2%; note: strong numbers were not always called active
T cell HTS vesicle-bound % = recorded beside T cell HTS, whose call it bears; double positive events, %; measured here: CD8+ vesicle-bound cell fraction;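 binding gate set so that unloaded-vesicle control wells show 10% double positive cells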
NTR1 agonist cell count 20 µM = also measured in NTR1 agonist; calls as there; cell count; measured here: cell count, cytotoxicity flag
NS5 inhibitors pilot replicate = further read-out of NS5 inhibitors, marked with its call; inhibition, %; measured here: pilot screen replicate inhibition
An asterisk follows results filed as active; i = inactive; u = inconclusive; x = not tested or not shown; [ ] = remark or other dose. Compounds as they come (roughly 1.5% active in at least one column).

SMILES	UTI89 phage lysis	SV40 large T antigen	MgcRacGAP inhibition	T cell HTS	T cell HTS vesicle-bound %	NTR1 agonist	NTR1 agonist cell count 20 µM	NS5 inhibitors	Salmonella PhoP GFP	RSV CPE inhibition	West Nile virus CPE	others
COc1cc2cc(Oc3ccc4ccc(=O)oc4c3)c(=O)oc2cc1OC(=O)/C=C/c1ccccc1	1.2%	6%	11%	i	55	-1.2	84	5%	2%	4.8%	-0.6%
Cc1ccc(-c2csc3ncn(CC(N)=O)c(=O)c23)cc1C	0.2%	13%	9%	i	62	2.4	48	7%	-4%	-0.6%	-0.5%	NS5 inhibitors pilot replicate=3.6
NS(=O)(=O)c1ccc(NC(=O)COC(=O)CCc2nc3ccccc3c(=O)[nH]2)cc1	0.0%[50 µM]	x	9%	i	36	-1.1	94	-8%	x	1.7%	x
CN(C)N1C(N)=C(C#N)C(c2cccs2)C2=C1CC(C)(C)CC2=O (centres undefined)	x	9%	x	i	44	0.4	34	x	-7%	0.1%	0.2%
COc1ccccc1NC(=O)CCc1nc2sc3c(c2c(=O)[nH]1)CCCC3	1.6%[50 µM]	14%	7%	i	38	1.2	65	-7%	1%	-2.1%	x
CC(=O)Nc1ccc2c(CN3C(=O)NC(C)(c4ccc(C)cc4)C3=O)cc(=O)oc2c1 (centres undefined)	-0.7%	17%	1%	i	58	1.2	58	-2%	-1%	4.9%	1.0%
O=C(CSc1ccccc1)NC1CCCCCCC1	0.9%[50 µM]	12%	3%	i	51	0.0	48	-2%	0%	2.5%	-0.6%
CC1=C(C(=O)OCc2ccccc2)C(c2ccc([N+](=O)[O-])cc2)NC(=O)N1C (centres undefined)	-1.5%	-7%	-5%	i	43	1.7	59	-3%	9%	u	-1.7%
CCOC(=O)c1c(C)n(C)c2c(C)cc(O)c(OC(=O)CC)c12	0.4%	-1%	5%	i	36	1.4	43	3%	1%	0.6%	-0.1%
CC1Cc2ccccc2N1CC(=O)NC(=O)NCc1ccccc1 (centres undefined)	0.5%	7%	1%	i	26	0.3	23	4%	1%	3.4%	-1.1%
CC1(C)CC(NC(=O)c2ccc(Cl)cc2)CC(C)(C)N1	0.1%	4%	10%	i	37	0.1	55	-3%	-5%	-0.2%	-0.9%	NS5 inhibitors pilot replicate=3.6
COc1ccc(C(Nc2ccccn2)c2c(NC(=O)c3ccco3)sc(C)c2C)cc1OC (centres undefined)	1.5%	21%	4%	i	58	3.0	82	x	10%	6.9%	-0.6%
Cc1c(N(C(=O)c2cc(=O)[nH]c3ccccc23)C(C)C)c(=O)n(-c2ccccc2)n1C	0.5%	21%	5%	i	17	0.3	64	-6%	3%	3.1%	0.6%
Cc1cc(C)c(NC(=O)COc2ccccc2C(=O)Nc2ccc3c(c2)oc2ccccc23)c(C)c1	1.2%	10%	6%	i	46	5.6	49	-1%	30%	1.9%	u
Cc1c(NC(=O)c2cccc(NC(=O)Cc3ccc(Cl)cc3)c2)c(=O)n(-c2ccccc2)n1C	1.1%[50 µM]	x	5%	i	42	-1.5	70	-1%	x	1.4%	x
Cc1cc(-c2ccccc2)c2c(=O)[nH][nH]c2n1	0.2%	3%	2%	i	5	0.2	77	-7%	-11%	48%	1.3%
CN(C)S(=O)(=O)c1ccc(Cl)c(NC(=O)COC(=O)c2ccc(O)cc2)c1	-0.5%	6%	2%	i	25	0.3	38	-10%	1%	1.6%	0.9%
COc1ccc(-n2c(N)c(C(=O)NCc3ccco3)sc2=S)cc1	3.8%	3%	11%	i	49	-3.2	89	-5%	-5%	3.1%	-0.6%
Cc1cc(C(=O)Nc2cnc3ccccc3c2)ccc1[N+](=O)[O-]	0.4%	5%	12%	i	48	4.1	60	-5%	4%	0.1%	-0.2%
CCOC(=O)c1cc(C(=O)NCc2ccc(Cl)cc2Cl)nn1C	4.1%	3%	-3%	i	32	0.3	56	-2%	9%	3.6%	-0.7%
O=c1cc(CNc2cc(C(F)(F)F)cc(C(F)(F)F)c2)nc2sccn12	0.3%	-36%	5%	i	50	5.0	84	4%	-1%	0.7%	-2.0%
c1ccc(Cn2nnnc2C(c2cccnc2)N2CCN(C3CCCCC3)CC2)cc1 (centres undefined)	1.8%	1%	5%	i	40	-0.1	54	-4%	-11%	-0.9%	0.5%
COCCNC(=O)c1ccc(N2CC3CC(C2)c2cccc(=O)n2C3)c(NC(=O)c2ccc(F)cc2)c1 (centres undefined)	0.3%	16%	12%	i	42	0.8	65	0%	12%	-0.8%	0.8%
O=C(Nc1ccccc1)N(Cc1ccccc1)Cc1ccccc1	0.9%	13%	0%	i	39	2.3	82	7%	1%	-0.7%	-0.3%
CCc1nc(N[C@H](C(=O)O)C(C)C)c2oc3ccccc3c2n1	-0.3%[50 µM]	3%	8%	i	23	0.0	55	-5%	-10%	2.4%	-0.3%
Next compounds:
SMILES	UTI89 phage lysis	SV40 large T antigen	MgcRacGAP inhibition	T cell HTS	T cell HTS vesicle-bound %	NTR1 agonist	NTR1 agonist cell count 20 µM	NS5 inhibitors	Salmonella PhoP GFP	RSV CPE inhibition	West Nile virus CPE	others
COc1c2ccoc2c(OC(C)=O)c2oc(C)cc(=O)c12	-1.3%[50 µM]	9%	10%	i	31	-0.3	45	1%	0%	1.5%	-0.5%
CC(=O)N1CCc2cc(S(=O)(=O)CCC(=O)NCc3ccc4c(c3)OCO4)ccc21	0.1%	-3%	13%	i	51	-2.3	34	0%	3%	0.5%	0.0%
COC(=O)c1cc(Nc2cc(C)c3c(O)cccc3n2)cc(C(=O)OC)c1	1.3%[50 µM]	28%	9%	i	41	16	66	-1%	2%	>50µM*	1.3%
CCNC(=O)COC(=O)CCC(=O)c1ccc(F)cc1	0.2%	15%	12%	i	21	0.7	64	1%	-10%	2.0%	0.2%
Cc1ccc(S(=O)(=O)NC2=NCN(C3CCN(Cc4ccccc4)CC3)CN2)cc1	0.4%	7%	16%	i	30	0.1	33	-2%	-14%	-1.8%	0.2%
CC1CCCN(CC(=O)NC(=O)NC2CCCCC2)C1 (centres undefined)	1.0%[50 µM]	x	6%	i	38	-1.2	52	-6%	x	-0.6%	x
Cc1ccc(C(=O)Nc2ccc(N3CCOCC3)nc2)cc1	0.1%	1%	6%	i	26	0.7	99	2%	7%	-0.3%	-0.3%
COC(=O)CNC(=O)CN1C(=O)N(c2ccc(Cl)cc2)C(N(O)C(=O)Nc2ccc(Cl)cc2)C1(C)C (centres undefined)	0.7%	0%	4%	i	34	-1.3	31	-1%	9%	0.7%	0.3%
COc1ccccc1N1CCN(/N=C\c2ccc(C)o2)CC1	0.2%	7%	6%	i	21	-1.1	76	-3%	4%	1.4%	-0.1%
O=C(Cn1c(=O)oc2ccccc21)Nc1ccccc1C(F)(F)F	0.0%	3%	8%	i	33	-1.4	86	0%	-3%	1.7%	-0.6%
CCCCOCCCNC(=O)CC(C)c1ccccc1 (centres undefined)	3.6%	3%	14%	i	51	0.9	45	-5%	12%	1.7%	-0.5%
O=C(NCc1cccc(Cl)c1)C1CCCO1 (centres undefined)	0.1%	0%	6%	i	23	-1.3	48	5%	-7%	2.3%	-0.7%
COC(CNC(=O)c1coc2nc3ccccc3nc12)OC	-1.0%[50 µM]	4%	4%	i	58	0.8	52	-8%	-3%	0.5%	0.1%
Cn1cc(SCC(=O)Nc2ccc3c(c2)OCO3)c2ccccc21	3.9%	5%	5%	i	23	-2.7	63	1%	-9%	1.7%	-0.2%
O=C(NCCCn1cccn1)C1CCC(=O)N(Cc2ccccc2F)C1 (centres undefined)	0.5%	10%	5%	i	9	0.8	80	-4%	7%	3.5%	0.0%
Cc1ccc(C(=O)NNc2ncnc3ccccc23)cc1	0.6%[50 µM]	27%	13%	i	68	-1.0	55	10%	-3%	8.5%	0.0%
Cc1cccc(C)c1N1C(=O)CC(N(O)c2ccccc2)C1=O (centres undefined)	0.7%	14%	5%	i	57	-1.5	86	6%	22%	-0.9%	-0.9%
Cc1ccc(NC(=S)N(CCCN2CCN(C)CC2)Cc2cccs2)cc1	0.4%	9%	5%	i	16	1.7	61	2%	-2%	-1.2%	-0.8%
c1ccc(C[n+]2c(-c3ccccc3)csc2Nc2ccccc2)cc1	0.2%	2%	12%	i	41	5.5	78	-3%	5%	1.8%	0.1%
Cn1cc(CN2CCC(C(O)c3cccs3)CC2)c(-c2ccccc2F)n1 (centres undefined)	0.5%	x	7%	i	44	-0.5	75	-6%	-5%	-0.1%	0.1%
CN(Cc1ccccc1F)C(=O)C(Cc1ccccc1)NC(=O)c1ccccc1 (centres undefined)	-0.7%[50 µM]	9%	5%	i	52	-0.1	58	4%	-5%	-1.6%	x
Cc1cc(=O)n2c(-c3ccc(Cl)cc3)csc2n1	1.0%	11%	4%	i	38	1.1	45	-7%	-3%	5.5%	0.0%
CCOc1cc(C(=O)N=c2sccn2C)cc(Br)c1OC	-0.5%[50 µM]	11%	-1%	i	39	2.6	48	-3%	0%	u	0.1%
CC(C)NC(=O)NC(=O)COC(=O)C1(C)CC1(Cl)Cl (centres undefined)	-0.4%	7%	0%	i	27	-0.2	48	-4%	7%	0.7%	1.2%
Cn1c(SCC(=O)c2ccccc2)nnc1-c1ccccn1	-0.1%	10%	13%	i	19	0.6	53	-4%	-6%	0.9%	-0.1%
CC(C)(C)NC(=O)CSc1nc(-c2ccccc2)c(-c2ccccc2)[nH]1	-2.0%	-1%	-3%	i	33	5.1	59	-3%	6%	0.7%	1.8%
CCc1c(C)nc2ncnn2c1N1CCC(C(=O)NCc2cccs2)CC1	-0.6%	-9%	4%	i	18	-0.3	39	-11%	9%	11%	-1.1%
Cc1ccc(C(=O)CSc2nnc(C)s2)cc1	5.1%	0%	12%	i	3	0.4	47	-2%	0%	1.0%	0.1%

2 compounds picked at random from those above:
SMILES	UTI89 phage lysis	SV40 large T antigen	MgcRacGAP inhibition	T cell HTS	T cell HTS vesicle-bound %	NTR1 agonist	NTR1 agonist cell count 20 µM	NS5 inhibitors	Salmonella PhoP GFP	RSV CPE inhibition	West Nile virus CPE	others
Cc1ccc(C(=O)CSc2nnc(C)s2)cc1	5.1%	0%	12%	i	3	0.4	47	-2%	0%	1.0%	0.1%
Cc1ccc(C(=O)Nc2ccc(N3CCOCC3)nc2)cc1	0.1%	1%	6%	i	26	0.7	99	2%	7%	-0.3%	-0.3%
